ERa SRC1 inh = blocks coactivator binding to human estrogen receptor alpha. P03372. TR-FRET ER-alpha LBD / SRC-1 peptide, estradiol-bound. inhibition, % at 25.6 µM. actives 1.7% (n = 86,000); in the data active = inhibition above about 50%;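 also: 0% = receptor plus peptide control and 100% = peptide only without receptor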
H69AR growth 86K = growth inhibitors of human H69AR lung tumor cells; H69AR lung tumor viability, ATP luminescence, 72 h; hits give low values; viability, % at 10 µM; actives 6% (n = 85,000); AID 598;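 active = viability at or below 40%; inactive = viability above 40%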;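 also: multidrug resistant small cell line overexpressing MRP-1 efflux transporter; 100% = mean luminescence of untreated control wells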
HUVEC prolif 384 = human endothelial cell proliferation inhibition; HUVEC proliferation, CellTiter-Glo luminescence, 72 h; hits give low values; viability, % at 10 µM (by protocol); actives 1.1% (n = 86,000);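 active = viability at or below 30%; inactive = viability above 30%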;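 also: 100% = median luminescence of DMSO-only cell control wells on each plate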
ERb SRC1 inh = ER-beta (human) coactivator binding inhibition; TR-FRET ER-beta LBD / SRC1-Cy5 peptide binding; receptor agonist-loaded with 1 µM estradiol; inhibition, % at 25.6 µM; actives 1.3% (n = 86,000);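 active = compounds whose percent inhibition of the receptor-coactivator binding signal exceeds about 50% in the single-dose screen, limit read from the data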;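 also: 0% = receptor plus peptide wells without compound and 100% = peptide-only wells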
Target sequence (Q92731 whole entry, looked up, the tested form may be a part): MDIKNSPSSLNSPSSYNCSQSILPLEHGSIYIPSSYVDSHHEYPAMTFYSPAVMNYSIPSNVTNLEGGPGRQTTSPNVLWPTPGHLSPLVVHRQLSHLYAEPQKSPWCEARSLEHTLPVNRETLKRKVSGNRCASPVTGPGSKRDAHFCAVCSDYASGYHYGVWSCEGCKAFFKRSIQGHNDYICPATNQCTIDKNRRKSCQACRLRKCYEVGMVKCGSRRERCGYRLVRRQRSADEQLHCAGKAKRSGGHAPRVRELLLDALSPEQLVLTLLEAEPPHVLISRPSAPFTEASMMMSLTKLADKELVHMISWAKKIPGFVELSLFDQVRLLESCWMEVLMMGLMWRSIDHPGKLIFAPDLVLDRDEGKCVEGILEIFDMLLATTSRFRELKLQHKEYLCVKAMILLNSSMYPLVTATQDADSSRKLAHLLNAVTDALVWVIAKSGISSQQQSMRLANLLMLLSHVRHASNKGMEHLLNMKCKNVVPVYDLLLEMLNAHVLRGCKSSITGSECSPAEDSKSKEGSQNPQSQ
Lung fibro prol = blocks proliferation of human lung fibroblasts; LL 47 human lung fibroblast viability, ATP luminescence; hits give low values; viability, % at 10 µM; actives 1.1% (n = 85,000);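 active = viability at or below 50% in the single dose screen; inactive = viability above 50%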;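 also: compound exposure lasted 72 h before the ATP readout; 100% = median luminescence of untreated cell-only wells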
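Material: human LL 47 lung fibroblast cells; quantity: 1,150 cells/well; medium: IMEM plus 15% FBS; doses: 0.1% DMSO in all compound wells; timing: overnight attachment after seeding, then 72 h compound exposure at 37 °C; detection: CellTiter-Glo luminescence; measure: % viability of median cell-only signal; controls: cell-only wells, no compound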
sEH activator = increases human soluble epoxide hydrolase activity; P34913; purified human sEH enzymatic activity, activator screen; activation, % at 2 µM; actives 0.04% (n = 91,000); in the data active = activation above about 37%; also: values of inactives mirror those of a sister screen read the other way
Target sequence (P34913 whole entry, looked up): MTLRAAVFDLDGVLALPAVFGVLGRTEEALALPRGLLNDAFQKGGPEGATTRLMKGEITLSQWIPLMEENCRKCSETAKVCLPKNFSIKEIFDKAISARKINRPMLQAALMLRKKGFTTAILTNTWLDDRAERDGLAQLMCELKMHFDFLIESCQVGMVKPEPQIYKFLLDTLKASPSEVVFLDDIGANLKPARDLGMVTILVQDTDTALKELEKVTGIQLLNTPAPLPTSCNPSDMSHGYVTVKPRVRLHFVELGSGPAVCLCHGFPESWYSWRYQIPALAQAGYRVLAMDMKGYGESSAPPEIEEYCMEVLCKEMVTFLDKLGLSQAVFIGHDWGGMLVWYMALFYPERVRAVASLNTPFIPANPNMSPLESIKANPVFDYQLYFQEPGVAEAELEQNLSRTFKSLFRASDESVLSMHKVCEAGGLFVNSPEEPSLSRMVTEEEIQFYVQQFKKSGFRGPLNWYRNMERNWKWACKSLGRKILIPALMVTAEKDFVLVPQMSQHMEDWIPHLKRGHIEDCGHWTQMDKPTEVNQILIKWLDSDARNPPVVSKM
ERa coact pot = ER-alpha (human) coactivator binding potentiation; AID 639; coactivator binding (% of control), % at 25.6 µM; actives 1.3% (n = 86,000); TR-FRET ERalpha-LBD/SRC-Cy5 coactivator binding, 2 h; 100 = basal binding, no effect; P03372; in the data active = activity above about 200%;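 also: binding measured in presence of low estradiol as agonist stimulus; 0% = peptide alone without receptor and 100% = receptor with peptide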
Smad3 FoxH1 inh = inhibitors of human Smad3 transcription factor binding. P84022. TR-FRET Smad3/Dy647-FoxH1 peptide binding, europium anti-His. inhibition, % at 25 µM. actives 0.29% (n = 88,000). AID 630;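 active = compounds that reduce the energy-transfer binding signal between the protein and its labelled peptide by more than half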;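 also: 0% = Smad3 plus labelled peptide maximal FRET and 100% = peptide-only background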
Calb biofilm kill = kills Candida albicans biofilms. C. albicans biofilm + clotrimazole, Alamar Blue. inhibition, % at 6 µM. actives 0.14% (n = 85,000);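 active = inhibition above 20%; inactive = inhibition below 20%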;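 also: preformed 24 hr biofilms exposed to compound for 48 hr; 0% = biofilm without compound and 100% = blank killed by clotrimazole plus chlorhexidine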
The depositor's hits bear a star; nt = no result given; [ ] = another dose, or the depositor's remark. A portion of the library. The share of hits here may be higher or lower than overall.

The line under a structure holds: ERa SRC1 inh	H69AR growth 86K	HUVEC prolif 384	ERb SRC1 inh	Lung fibro prol	sEH activator	ERa coact pot	Smad3 FoxH1 inh	Calb biofilm kill
- CCOC(=O)c1c(NC(=O)Cn2nnc3ccccc32)sc2c1CCC(C)C2 (stereo not drawn)
→ -6.6	81.1	82.3	-2.9	82.0	nt	114.0	2.6	1.5
- Cc1ccc(-n2nnnc2SCC(=O)Nc2ccc3c(c2)COC3=O)cc1C
→ 72.9*	95.1	89.5	48.0[fluorescence artefact?]	27.3*	-49.8	149.6	-34.8	0.3
- Cc1nn(Cc2ccc(Cl)cc2)c(C)c1NC(=O)c1noc2c1CCCCC2
→ 5.1	92.6	97.1	11.8	103.5	nt	77.1	-10.2	1.3
- CC(=O)Nc1ccc(NC(=O)COC(=O)c2ccc(C)s2)cc1
→ 13.0	43.3	92.7	-13.2	93.9	-3.8	87.7	9.5	3.6
- Cc1cc(C(=O)NCc2cccnc2)n(-c2ccccc2)n1
→ -3.2	100.2	96.2	2.6	107.0	6.6	102.9	-8.7	-3.3
- COc1ccccc1OC(=O)C1CC(=O)N(c2ccc(Cl)cc2)C1 (stereo not drawn)
→ 10.5	nt	93.3	-2.1	95.4	15.7	101.6	-8.6	4.2
- COC(=O)c1ccc(OC)c(CSc2nnc(-c3ccc(C)cc3)o2)c1
→ 36.3[fluorescence artefact?]	57.6	58.4	13.8	96.9	nt	455.4*[fluorescence artefact?]	-13.6	-2.9
- CSc1ccccc1-n1nnnc1SCC(=O)Nc1cc(C)ccc1C
→ 10.5	78.3	107.3	-12.0	101.2	-42.0	100.4	-12.3	2.9
- COc1ccc(N(C(=O)CNC(=O)c2ccco2)C(C(=O)NC2CCCCC2)c2ccco2)cc1 (stereo not drawn)
→ -0.5	94.1	102.0	-10.4	100.3	-4.9	130.2	6.8	0.8
- O=C(O)C1CSC2c3ccccc3C(=O)N12 (stereo not drawn)
→ -6.7	92.2	86.7	-11.9	99.4	-3.8	101.1	1.4	5.7
- CC1CC1C(=O)NCCc1ccc(Cl)cc1 (stereo not drawn)
→ 2.6	97.2	102.9	-5.7[fluorescence artefact?]	101.1	-15.4	101.3	6.5[fluorescence artefact?]	nt
- COc1ccc(C(=O)COC(=O)CN2CC(=O)Oc3ccccc32)cc1Br
→ -9.5	79.7	71.2	-5.2[fluorescence artefact?]	90.7	0.5	95.9	-9.3[fluorescence artefact?]	-4.2
- Cc1nonc1NC(=O)CSc1nc2cc(Cl)ccc2c2c1CCCC2
→ 33.1[fluorescence artefact?]	60.2	60.7	6.7	101.0	nt	145.0	5.7[fluorescence artefact?]	-0.8
- COc1ccc(CCNC(=O)CCN2C(=O)COc3ccccc32)cc1OC
→ -1.9	87.2	112.0	-6.2[fluorescence artefact?]	102.2	nt	128.5	-1.7	6.8
- CCN(CC)S(=O)(=O)c1ccc2[nH]cc(C(=O)NCCc3ccc(OC)c(OC)c3)c(=O)c2c1
→ 9.7	83.8	105.2	9.2	95.5	8.4	105.1[fluorescence artefact?]	10.9	4.2
- COC(=O)[C@H](CCSC)NC(=O)N1CCN(c2cccc(C(F)(F)F)c2)CC1
→ -4.1	93.0	92.1	-3.2	104.2	16.5	124.0	0.7	7.7
- CN(C)S(=O)(=O)c1cccc(-c2nnc(-c3ccccc3)o2)c1
→ 1.5[fluorescence artefact?]	93.6	87.6	1.1[fluorescence artefact?]	97.3	-7.5	106.5	5.9	2.0
- COc1cccc(/C=N/Nc2ncnc3scc(-c4ccccc4)c23)c1OC
→ 1.6	86.6	87.3	2.9	70.0	4.8	73.1[fluorescence artefact?]	14.7	3.2
- Cc1cc(NC(=O)c2ccco2)no1
→ -1.2	89.1	93.2	-9.0	112.7	8.0	103.0	1.5	7.5
- O=c1[nH]c2c(cc1CNCCN1CCOCC1)c(-c1cccc(F)c1)nn2-c1ccccc1
→ -0.1	45.1	31.9	2.4	90.8	nt	103.9	5.5	2.5
- N=c1c2c(-c3ccccc3)c(-c3ccccc3)oc2ncn1CCN1CCOCC1
→ -2.2	41.8	53.6	5.1	84.1	-2.1	108.6	-3.6	7.9
- Cc1c(Cl)cccc1NC(=O)CSc1nc2c(c(=O)[nH]1)CCCC2
→ nt	88.6	73.8	nt	95.1	nt	nt	nt	1.3
- COc1ccc(CN(Cc2ccccn2)C(=O)CN2C(=O)C(C)Oc3ccccc32)cc1 (stereo not drawn)
→ 7.2	79.0	81.3	5.5	103.7	-4.9	84.4[fluorescence artefact?]	-7.0	5.8
- O=C(CSCc1cccc(CSCC(=O)Nc2ccc3ccccc3c2)n1)Nc1ccc2ccccc2c1
→ 38.4	95.0	84.2	38.7[fluorescence artefact?]	103.0	-22.4	100.4	16.4	2.8
- CC(C)(C)NC(=O)COc1ccc(CNc2ccc3[nH]c(=O)[nH]c3c2)cc1
→ 0.2	89.0	106.0	1.7[fluorescence artefact?]	109.5	-8.6	106.0	10.3	5.9
- Cc1ncoc1C(=O)NCc1ccccc1Cl
→ -8.6	106.2	94.2	-4.8	105.2	-2.5	126.7	-0.5	8.0
- CCOC(=O)c1sc(NC(=O)CN2CCCC2)c(C(=O)OCC)c1C
→ 0.1	70.3	67.0	-2.7	96.3	-6.3	112.1	12.9	nt
- O=C(Cc1ccccc1F)Nc1nc(-c2cccs2)cs1
→ 4.2	91.0	82.6	2.6	104.6	4.0	127.6	-3.8	4.2
- CC1C=CC(C)C(C(=O)O)C1C(=O)O (stereo not drawn)
→ 0.9	99.1	103.9	0.9[fluorescence artefact?]	101.8	0.2	105.0	20.9	-2.7
- COc1cc(C(=O)CSc2nnc(-c3ccc(O)cc3)n2CC2CCCO2)ccc1NC(C)=O (stereo not drawn)
→ 3.3	85.3	91.4	8.2	96.4	-6.6	94.3	4.3	2.9
- Cc1nnc(C)n1/N=C/c1ccc(C(=O)O)cc1
→ -8.2	88.0	95.4	-3.2	93.2	11.9	98.3	-7.8	3.5
- O=C(Nc1cccc(-c2cc3ccccc3oc2=O)c1)c1ccc(Br)o1
→ 34.0[fluorescence artefact?]	107.0	79.7	8.6[fluorescence artefact?]	107.1	-4.4	161.8[fluorescence artefact?]	-2.4	-5.5
- Fc1ccc(-c2csc3[n+]2CCS3)cc1
→ -26.0	98.7	94.1	-20.5[fluorescence artefact?]	100.1	23.6	114.7	5.4	6.5
- Nc1nc(-c2ccc(Br)cc2)cc(C(F)(F)F)n1
→ 4.3	102.6	127.4	-8.5	112.4	-6.9	108.2	7.9	-0.4
- c1ccc(CN2CCN(c3ncnc4c3[nH]c3ccccc34)CC2)cc1
→ -5.5	46.5	44.2	0.9	71.9	-17.4	99.9	-12.5	3.8
- O=C(C1CCCCN1S(=O)(=O)c1ccccc1)N1CCCCC1 (stereo not drawn)
→ 4.9	114.3	97.4	3.1[fluorescence artefact?]	103.0	-0.8	104.4[fluorescence artefact?]	-15.5	-2.2
- CCCC/C(O)=N\S(=O)(=O)c1ccc(N=NN(C)C)cc1
→ 15.9	94.1	94.7	-3.9	94.5	19.2	89.8	2.7	5.1
- CCCCNC(=O)Cn1c(=O)n(C)c2ccccc21
→ -4.9	103.7	116.5	7.3	99.4	-3.2	108.1	-1.1	2.6
- CNC(=O)CN(c1cc(C)ccc1OC)S(=O)(=O)c1ccc(C)cc1
→ 6.3	88.1	92.8	-8.1	97.8	19.4	128.6	-15.0	3.4
- CCSc1nnc(Cn2c(=O)sc3ccccc32)n1C
→ -4.7	86.8	107.8	-4.2[fluorescence artefact?]	103.8	nt	134.8	9.8	0.9
- CCCNC(=O)c1cnc(Sc2ncc(C(F)(F)F)cc2Cl)n1C
→ 15.2[fluorescence artefact?]	98.4	88.0	-0.3[fluorescence artefact?]	92.3	-3.9	93.2	-5.7	4.5
- Cc1ccc2[nH]c3c(c2c1)CCc1cn[nH]c1-3
→ 4.2[fluorescence artefact?]	38.9*	69.5	4.9[fluorescence artefact?]	98.5	20.7	81.7[fluorescence artefact?]	2.6	7.1
- COc1ccc2c(c1)C(=O)CC(c1ccccc1F)O2 (stereo not drawn)
→ -8.6	96.3	101.8	-6.1	85.1	-4.6	106.4	8.6	6.2
- CC(=O)OCc1cc(=O)n(C)c(=O)n1C
→ -0.4	90.9	95.5	4.5	91.5	-0.4	97.7	-3.4	11.9
- COc1ccc(-c2noc(C)c2-c2ccc3ccccc3n2)c(O)c1
→ -12.3	25.9*	71.0	-1.0[fluorescence artefact?]	77.6	10.2	95.2[fluorescence artefact?]	4.4	8.7
- CC1CCN(C(=O)CSc2nc(N)cc(N)n2)CC1
→ -4.0	99.6	92.8	-5.3	94.2	6.2	114.8	4.2	nt
- Cc1ccc2c(CC(=O)OCc3csc(C)n3)coc2c1
→ 3.7	108.2	90.4	4.9	96.5	-2.1	115.4	-5.2	7.0
- CCC1CCCCN1CCCNC(=O)Cn1nc(-c2ccccc2)ccc1=O (stereo not drawn)
→ -2.0	74.6	107.7	1.7	103.8	2.3	110.0	-1.6	10.5
- CCCn1nnc(NC(=O)c2ccc(-c3ccccc3)cc2)n1
→ -14.5	90.1	99.3	-2.7	104.8	-12.5	105.5	-14.3	10.9
- CCOC(=O)c1ccc(CSc2nnc(N)s2)cc1
→ 12.8	86.5	98.9	10.8	93.0	-3.0	68.3	-1.4	6.6
- Cc1cc(NCCCn2ccnc2)n2nc(-c3ccc(F)cc3)cc2n1
→ -1.3	66.7	92.3	34.7	88.3	nt	113.3	14.4	1.6
- CCNc1nc(-c2ccc(Cl)cc2)cs1
→ -25.7	113.2	119.7	-33.7	100.7	nt	103.3	6.8	5.7
- Cc1sc2nc(CN3CCOCC3)nc(Oc3ccc(NC(=O)c4ccco4)cc3)c2c1C
→ -5.5	58.4	74.6	-3.5	89.1	-4.1	114.4[fluorescence artefact?]	-1.4	9.7
- O=C1CC(c2ccco2)Sc2nc3ccccc3n21 (stereo not drawn)
→ 0.5	77.6	94.3	7.8	92.3	-1.5	114.2	-1.3	5.1
- O=C(CSc1nnc(COc2ccc(Cl)cc2)o1)OC1CCCCC1
→ -3.4	101.9	110.9	-6.7	101.3	-6.3	90.4[fluorescence artefact?]	5.0	8.1
- COC(=O)c1cn(-c2ccccc2)nc1-c1ccncc1
→ -4.8	88.3	104.2	-1.1	101.9	3.2	109.9	-1.6	3.5
- CCOC(=O)N1CCC(NC(=O)C(Cc2ccccc2)NC(=O)C2CCCCC2)CC1 (stereo not drawn)
→ -28.5	73.2	102.5	-28.0	103.1	-8.1	104.3	9.8	4.1
- CC(=O)c1c(C)[nH]c(C(=O)NCc2ccc(C)cc2)c1C
→ -4.5	103.8	99.1	-3.2	99.3	-24.4	123.2	11.2	6.1
- CCN(CC)c1ccc(C2NCC(c3ccc([N+](=O)[O-])cc3)O2)cc1 (stereo not drawn)
→ -11.2	103.1	87.9	-11.5	92.0	0.7	103.2	12.8	6.2
- O=C(c1ccc(Cl)cc1)c1c[nH]cc1-c1ccccc1
→ 6.3	102.4	97.1	-7.0[fluorescence artefact?]	103.7	4.0	100.7	-7.1	-2.7
- COc1ccc(-c2noc(-c3ccccc3C(=O)N3CCOCC3)n2)cc1
→ -5.7	78.6	94.5	-15.9	95.7	-2.7	99.0	-6.9	0.6
- Cc1nnc(SCC(=O)Nc2ncc(Cl)cc2Cl)n1Cc1ccccc1
→ 6.0	83.3	93.8	-3.9	96.8	1.1	93.0	3.7	8.7

Screening results as filed in PubChem.
